Screening results deposited in PubChem by several laboratories.
Mcl1-Bid inh = Mcl-1/Bid binding inhibitors, primary screen, biochemical, TR-FRET, 1536-well; inhibition, % at 21.7 µM; Induced myeloid leukemia cell differentiation protein Mcl-1 (Homo sapiens), Q07820; TR-FRET Mcl-1/Bid-Dy647 peptide binding; 220,000 compounds, 0.97% hits;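 active = compounds that cut the binding signal by more than half at the single screening dose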;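 note: His-tagged Mcl-1 with europium anti-His antibody binding Bid BH3 peptide; 0% = Mcl-1 plus peptide wells and 100% = peptide-only wells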
Target sequence (Q07820 whole entry, looked up): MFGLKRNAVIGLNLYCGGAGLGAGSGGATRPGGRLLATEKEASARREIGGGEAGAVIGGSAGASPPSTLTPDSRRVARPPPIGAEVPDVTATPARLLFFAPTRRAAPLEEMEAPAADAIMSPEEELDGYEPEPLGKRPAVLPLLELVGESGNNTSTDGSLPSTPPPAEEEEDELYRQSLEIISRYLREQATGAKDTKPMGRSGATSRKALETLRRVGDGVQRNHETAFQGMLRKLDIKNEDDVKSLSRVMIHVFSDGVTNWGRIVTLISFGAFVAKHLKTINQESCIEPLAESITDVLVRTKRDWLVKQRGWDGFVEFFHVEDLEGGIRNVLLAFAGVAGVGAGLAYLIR
RGS8-Gao = RGS8-Galphao binding modulators, primary screen, biochemical, multiplexed bead flow cytometry; Guanine nucleotide-binding protein G(o) subunit alpha (Homo sapiens), P09471; actives lie on both sides; response (percent of control binding), % at 10 µM; 220,000 compounds, 0.34% hits; in the data active = response below about 60% or above about 140%; inactive = in between;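 note: Galphao activated as the GDP aluminium fluoride complex binding bead-coupled RGS8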
Target sequence (P09471 whole entry, looked up): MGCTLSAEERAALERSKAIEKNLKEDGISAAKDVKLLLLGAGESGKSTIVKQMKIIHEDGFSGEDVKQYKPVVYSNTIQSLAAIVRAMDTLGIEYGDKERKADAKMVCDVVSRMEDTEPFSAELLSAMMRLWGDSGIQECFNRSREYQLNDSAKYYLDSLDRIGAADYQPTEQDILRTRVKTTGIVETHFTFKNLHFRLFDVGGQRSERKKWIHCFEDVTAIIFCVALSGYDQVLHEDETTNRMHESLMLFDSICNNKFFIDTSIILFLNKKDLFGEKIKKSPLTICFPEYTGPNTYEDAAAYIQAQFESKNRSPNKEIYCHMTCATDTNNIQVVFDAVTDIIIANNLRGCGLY
ABCG2 block = ABCG2 efflux pump inhibitors, primary screen, multiplex with ABCB1, IgMXP3 cells, flow cytometry; Broad substrate specificity ATP-binding cassette transporter ABCG2 (Homo sapiens), Q9UNQ0; JC-1 efflux; inhibition, % at 6.6 µM; 190,000 compounds, 0.1% hits; AID 1325, 2008;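 active = inhibition above 80%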;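 note: 0% = DMSO and 100% = nicardipine control wells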
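Measure – % inhibition of efflux relative to nicardipine and DMSO · Test system – ABCG2 IgMXP3 and barcoded ABCB1 CCRF-Adr cell mix · Control set – nicardipine as high control, DMSO as low control · Compound – one concentration, 6.6 µM final · Signal – flow cytometry of retained JC-1 fluorescence · Timing – 10 min exposure at 25 °C with rotation, no wash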
Pf gametocyte = late stage P. falciparum gametocyte viability inhibitors, primary screen, ATP luminescence, HTS | P. falciparum stage V gametocytes, 24 h | inhibition, % at 10.9 µM | 150,000 compounds, 0.065% hits | AID 743093, 2013;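 active = inhibition above the mean plus 3 SD of compounds within the control limits, set per campaign, cut at about 38% in these data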;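 note: 0% = DMSO wells and 100% = medium only without gametocytes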
GSH bead fluor = compound fluorescence on glutathione beads, profiling panel, artefact control, biophysical, 488/530 nm, flow cytometry; GSH beads flow cytometry, compound fluorescence 488/530 nm; stronger effect = higher value; fluorescence (KMESF) at 10 µM; 190,000 compounds, 0.25% hits; in the data active = fluorescence above about 89;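 note: glutathione beads carrying GST-tagged Bcl family fusion proteins plus one bare bead set; values are compound well signal with DMSO vehicle wells as background; inactives centre near 16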
ABCB1 inh = ABCB1 efflux pump inhibitors, primary screen, cell-based, multiplex, flow cytometry, ABCG2 counter-screen | ATP-dependent translocase ABCB1 (Homo sapiens), P08183 | CCRF-Adr cells, JC-1 efflux | inhibition, % at 6.6 µM | 190,000 compounds, 0.067% hits; in the data active = inhibition above about 40%;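 note: 0% = vehicle and 100% = reference inhibitor; higher value means more JC-1 retained so stronger ABCB1 efflux block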
Mcl1-Noxa inh = Mcl-1/Noxa binding inhibitors, primary screen, biochemical, TR-FRET, 1536-well | Induced myeloid leukemia cell differentiation protein Mcl-1 (Homo sapiens), Q07820 | TR-FRET Mcl-1/Noxa peptide binding, 2 h | inhibition, % at 21.7 µM | 220,000 compounds, 1.5% hits;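 active = compounds that cut the protein-peptide binding signal by more than 50% relative to plate controls in a single-dose test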;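 note: His-tagged Mcl-1 with rhodamine Noxa BH3 peptide and terbium anti-His antibody; 0% = Mcl-1 plus Noxa peptide wells and 100% = peptide-only wells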
Avidin bead fluor = green autofluorescence of compounds with avidin beads – biophysical, 488/530 nm, flow cytometry, artefact control, profiling panel. fluorescence (KMESF) at 10 µM. compound fluorescence 488/530 nm; stronger effect = higher value. AID 1775, 2009. 220,000 compounds, 0.38% hits; in the data active = fluorescence above about 47; note: inactives centre near 10
RGS7-Gao reg = RGS7-Galphao binding modulators, primary screen, biochemical, multiplexed bead flow cytometry; Guanine nucleotide-binding protein G(o) subunit alpha (Homo sapiens), P09471; actives lie on both sides; binding response (% of control), % at 10 µM; 220,000 compounds, 0.35% hits; AID 1439, 2008; in the data active = binding response below about 49% or above about 150%; inconclusive = no clear call, values can overlap the other calls; inactive = in between;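 note: fluorescent Galphao held in activated GDP-AlF4 state binding bead-coupled RGS7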
RGS4-Gao reg = modulators of RGS4 binding to Galphao, primary screen, biochemical, multiplexed bead flow cytometry; Guanine nucleotide-binding protein G(o) subunit alpha (Homo sapiens), P09471; actives lie on both sides; binding response (% of control), % at 10 µM; 220,000 compounds, 0.33% hits; in the data active = binding response below about 49% or above about 150%; inactive = in between;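 note: fluorescent Galphao activated with aluminum fluoride binding bead-coupled RGS4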
Bim-Mcl-1 = inhibitors of Bim peptide binding to Mcl-1, primary screen, biochemical, bead-based flow cytometry, multiplex; AID 1009, 2008; Bim peptide-Mcl-1 binding; Induced myeloid leukemia cell differentiation protein Mcl-1 (Homo sapiens), Q07820; inhibition, % at 10 µM; 190,000 compounds, 0.1% hits; in the data active = inhibition above about 40%;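 note: 0% = no compound tracer wells and 100% = peptide blocker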
* = called active by the depositor; ? = inconclusive; . = no result given.

1. CC(C)(C)C1(O)CC(C(F)(F)F)=NN1C(=O)CCCc1ccccc1 (stereo unspecified)
2. CCOC(=O)C1=C(C)OC(N)=C(C#N)C1c1ccccc1 (stereo unspecified)
3. Cc1ccc2nc3c(cc2c1)c(NS(=O)(=O)c1ccccc1)nn3CC(C)C
4. CCCC(c1nnnn1Cc1cccs1)N1CCN(c2nc3ccccc3s2)CC1 (stereo unspecified)
5. NNC(=O)CCc1nc2ccc(O)cc2[nH]1
6. Cc1ccc(NS(=O)(=O)c2ccc(Cl)c(C(=O)Nc3ccccc3-c3nc4ccccc4[nH]3)c2)cc1C
7. CCCCN1CNC(=S)N(CCc2ccccc2)C1
8. C[C@@H]1C(=O)O[C@@H]2[C@H](O)C34[C@H]5C[C@@H](C(C)(C)C)C36[C@H](OC(=O)[C@@H]6O)OC4(C(=O)O5)[C@@]12O (stereo partly specified)
9. COc1cc(CN2CCCC(CO)(Cc3cccc(Cl)c3)C2)cc2c1OCO2 (stereo unspecified)
10. N#Cc1c(-c2ccccc2)cc2nc3ccccc3n2c1N
entry no.	1	2	3	4	5	6	7	8	9	10
Mcl1-Bid inh	-11	-30	-14	-29	-16	12	-55	-1	-35	10
RGS8-Gao	98	108	106	101	101	99	105	99	93	101
ABCG2 block	1	1	3	1	0	-4	-3	-2	5	0
Pf gametocyte	0	-1	.	.	12	.	-11	-10	17	.
GSH bead fluor	10	24	32	15	13	17	8	18	15	10
ABCB1 inh	0.3	0.1	0.6	0.8	0.5	1.8	0.0	0.4	0.6	0.0
Mcl1-Noxa inh	12	0	5	-4	8	9	3	-8	-9	49
Avidin bead fluor	11	9	5	4	12	3	6	11	1	11
RGS7-Gao reg	?	108	98	101	103	101	98	100	83	103
RGS4-Gao reg	103	100	101	97	103	102	102	101	87	99
Bim-Mcl-1	0	1	-3	2	-2	-16	-4	-2	-3	-2

11. CC(C)OC(=O)NCCOC(=O)Nc1ccc(Cl)cc1
12. Cc1ccccc1NC1=C(Cl)C(=O)OC1NC(=O)c1ccccc1 (stereo unspecified)
13. COC(=O)Nc1nnc(-c2ccco2)s1
14. CC(=O)Nc1ccccc1NC(=O)c1cc(C)ccc1C
15. CCCCOc1ccc(C2=NNC(=O)CC2)cc1
16. NNC(=O)CCn1nnc2ccccc21
17. C=CCN(CC=C)C(=O)COC(=O)c1n[nH]c2ccccc12
18. NCCOc1ccccc1-c1ccccc1
19. N=c1n(CCN2CCCC2)c2ccccc2n1CC(O)c1ccc(Cl)c(Cl)c1 (stereo unspecified)
20. Nc1ncnc2c1ncn2[C@@H]1O[C@H](CO)C[C@@H]1O
entry no.	11	12	13	14	15	16	17	18	19	20
Mcl1-Bid inh	-14	-11	-38	-1	-7	-11	4	-10	-18	7
RGS8-Gao	102	102	103	97	98	99	96	106	105	98
ABCG2 block	4	3	.	0	4	.	5	1	0	1
Pf gametocyte	1	-2	19	-2	12	-8	15	-8	.	.
GSH bead fluor	10	14	.	15	13	.	15	30	14	65
ABCB1 inh	0.1	0.6	.	0.6	0.2	.	0.9	0.1	0.1	.
Mcl1-Noxa inh	4	-12	-20	6	14	-4	4	9	21	-112
Avidin bead fluor	11	6	8	7	11	6	9	6	9	6
RGS7-Gao reg	101	97	?	92	100	?	96	106	103	95
RGS4-Gao reg	104	101	102	97	100	97	96	108	104	95
Bim-Mcl-1	-3	1	.	0	-2	.	-2	2	0	-2

21. CC1(C)CC(=O)C(C(c2ccccc2F)C2C(=O)CC(C)(C)CC2=O)C(=O)C1
22. N#C/C(=C\C=C\c1ccccc1)C(=O)Nc1ccccc1
23. C=CCSc1nc2c(c(=N)n1CC=C)C1CCCC1S2 (stereo unspecified)
24. O=C(CSc1nc(-c2ccco2)cc(C(F)(F)F)n1)NCCN1CCOCC1
25. Cc1ccc(N2CC(=O)N(NC(=O)c3sc4nc(C)cc(C)c4c3N)CC2=O)cc1
26. CN(C)C(=O)NC(Nc1ccc(Cl)cc1Cl)C(Cl)(Cl)Cl (stereo unspecified)
27. CCOC(=O)c1cc(-c2ccccc2)n(CC(=O)Nc2cc(OC)cc(OC)c2)c1C
28. CC(=O)c1cn(-c2ccc(Cl)cc2)c(=O)n(Cc2ccc(F)cc2)c1=O
29. CCC(C)C1NC(=S)N(C2CCCCC2)C1=O (stereo unspecified)
30. Cc1nc2c(S(=O)(=O)c3ccccc3)cnn2c(C)c1C
entry no.	21	22	23	24	25	26	27	28	29	30
Mcl1-Bid inh	-93	-16	-50	-17	-84	-8	-21	-5	-77	-1
RGS8-Gao	98	104	99	109	95	56*	101	100	102	95
ABCG2 block	0	8	5	6	.	5	28	12	0	5
Pf gametocyte	.	.	-9	18	5	.	.	8	-14	.
GSH bead fluor	55	15	48	12	.	18	4	17	21	11
ABCB1 inh	0.2	0.6	-0.4	0.9	.	0.6	1.6	2.9	0.1	0.5
Mcl1-Noxa inh	14	6	5	14	-14	10	5	5	-4	9
Avidin bead fluor	25	5	10	14	7	7	17	10	4	11
RGS7-Gao reg	86	103	94	104	?	67	106	92	110	?
RGS4-Gao reg	86	105	99	104	91	71	105	97	107	88
Bim-Mcl-1	-1	0	-6	2	.	-5	-1	-1	0	-3

Compounds from the list above containing an NH in an aromatic ring:
5. NNC(=O)CCc1nc2ccc(O)cc2[nH]1
6. Cc1ccc(NS(=O)(=O)c2ccc(Cl)c(C(=O)Nc3ccccc3-c3nc4ccccc4[nH]3)c2)cc1C
17. C=CCN(CC=C)C(=O)COC(=O)c1n[nH]c2ccccc12
entry no.	5	6	17
Mcl1-Bid inh	-16	12	4
RGS8-Gao	101	99	96
ABCG2 block	0	-4	5
Pf gametocyte	12	.	15
GSH bead fluor	13	17	15
ABCB1 inh	0.5	1.8	0.9
Mcl1-Noxa inh	8	9	4
Avidin bead fluor	12	3	9
RGS7-Gao reg	103	101	96
RGS4-Gao reg	103	102	96
Bim-Mcl-1	-2	-16	-2

Additional structures
31. S=C(c1ccc(-c2ccccc2)o1)N1CCCCC1
32. O=C(NC1CCCCC1)c1ccc(COCC(F)(F)F)o1
33. Cc1ccc(Sc2ccc(N)cn2)cc1
34. COc1nc(OC)nc(N2CCC(C(=O)Nc3cccc4c3CCCC4)CC2)n1
35. CCOc1cc(C2C(C(=O)OC)=C(C)N=C3SC(C)C(=O)N32)ccc1OC(C)=O (stereo unspecified)
36. CC(=O)N1CCc2cc(Br)cc(S(=O)(=O)N3CCCCCC3)c21
37. COc1nc(N)nc(CC(=O)C2CC2)n1
38. O=C(NCc1ccc(Cl)cc1)C(=O)c1c[nH]c2ccccc12
39. CCOC(=O)/C(C#N)=C/c1cc(C)n(-c2ccc(C)cc2)c1C
40. COCCNC(=O)CN1CCN(C(c2ccccc2)c2ccccc2)CC1
entry no.	31	32	33	34	35	36	37	38	39	40
Mcl1-Bid inh	-42	8	-16	-21	-8	9	-19	0	-29	45
RGS8-Gao	98	105	101	99	101	98	99	103	102	101
ABCG2 block	2	3	.	7	6	33	-7	4	43	1
Pf gametocyte	8	-48	-30	3	.	-14	20	18	.	.
GSH bead fluor	11	14	.	13	35	24	13	14	11	22
ABCB1 inh	0.0	0.4	.	1.2	2.0	1.0	-1.4	-0.3	2.7	0.4
Mcl1-Noxa inh	7	19	5	3	-11	14	24	-7	5	4
Avidin bead fluor	11	11	7	11	14	25	3	11	36	6
RGS7-Gao reg	?	104	?	102	103	103	103	106	98	102
RGS4-Gao reg	100	103	86	103	102	101	99	102	100	107
Bim-Mcl-1	-13	1	.	0	-3	-9	0	0	-1	-5

41. O=C(Nc1ccc(F)cc1)N(Cc1nnc2n1CCCCC2)c1ccccc1
42. Cc1cc(C)nc(NC(=O)c2ccc([N+](=O)[O-])o2)n1
43. O=C1NC(c2ccccc2)Nc2c1sc(=S)n2-c1ccccc1 (stereo unspecified)
44. Cc1ccc(-n2[nH]c(C)c(C=Nc3ccc(S(=O)(=O)Nc4nccs4)cc3)c2=O)cc1C
45. O=S(=O)(Nc1cc(S(=O)(=O)N2CCOCC2)ccc1N1CCCC1)c1cccs1
46. O=C1/C(=C/c2ccncc2)N=C2CCCCCN12
47. O=C(COC(=O)CNS(=O)(=O)/C=C/c1ccccc1)Nc1cc(S(=O)(=O)N2CCCCC2)ccc1Cl
48. COc1ccc(NC(=O)CSc2nnc(C3CC3)n2-c2ccccc2)cc1
49. O=C(O)c1ccc(Cn2cnc3scc(-c4ccccc4)c3c2=O)cc1
50. COc1cccc(-n2c(COc3ccc(C)cc3)nnc2SCC(=O)O)c1
entry no.	41	42	43	44	45	46	47	48	49	50
Mcl1-Bid inh	-2	-10	6	35	11	-33	-10	-1	4	9
RGS8-Gao	104	100	97	101	98	89	102	101	102	106
ABCG2 block	-1	9	7	-11	4	.	8	1	18	2
Pf gametocyte	8	-9	.	7	-10	-13	8	11	.	.
GSH bead fluor	27	9	12	9	19	.	14	20	11	16
ABCB1 inh	-0.2	3.2	0.7	-1.5	1.2	.	1.2	0.4	2.2	0.2
Mcl1-Noxa inh	-10	16	14	61*	9	-9	2	5	9	2
Avidin bead fluor	10	5	12	9	14	7	13	8	11	8
RGS7-Gao reg	102	97	105	99	?	?	94	100	102	102
RGS4-Gao reg	101	93	101	101	101	81	102	101	102	102
Bim-Mcl-1	-2	-2	0	-3	-2	.	2	0	0	0

51. O=C(c1ccccc1-c1nc(-c2ccccc2)no1)N1CCOCC1
52. CCC(C)NC(=O)Cn1cnc2sc(C)cc2c1=O (stereo unspecified)
53. Cc1nn(Cc2ccc(F)cc2)c(C)c1NC(=O)c1noc2c1CCc1ccccc1-2
54. N#Cc1cc2ccc(N3CCOCC3)cc2cc1C#N
entry no.	51	52	53	54
Mcl1-Bid inh	-1	-26	2	.
RGS8-Gao	95	102	101	100
ABCG2 block	4	4	0	18
Pf gametocyte	.	-1	.	.
GSH bead fluor	19	27	28	33
ABCB1 inh	0.7	-0.6	0.0	-0.1
Mcl1-Noxa inh	13	2	11	.
Avidin bead fluor	23	10	8	9
RGS7-Gao reg	95	96	100	99
RGS4-Gao reg	100	96	103	98
Bim-Mcl-1	0	-3	1	4
